TRPM1 prom inh – reduces MITF-dependent TRPM1 promoter luciferase signal; SK-MEL-5 TRPM1 promoter luciferase, 24 h; inhibition, % at 12.5 µM; 330,000 compounds, 0.83% hits; AID 488899;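 active = mean inhibition across replicates of 60% or more, whatever share of single replicates reaches that level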; also: values of inactives mirror those of a sister screen read the other way
Granule exo inh – lytic granule exocytosis inhibition | TALL-104 LAMP-1 surface exposure, flow cytometry; cells stimulated with thapsigargin and PMA | inhibition, % at 10 µM | 360,000 compounds, 0.66% hits | AID 651702;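 active = inhibition above about 55%, limit read from the data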
CaV13 FRET inh – Disruptors of the CACNA1D IQ motif to Ca2+-dependent inactivation inhibitor domain association, primary screening, Förster resonance energy transfer in intact living …; HEK cells, CFP/YFP FRET ICDI-IQ, plate reader, 10 min; percent FRET-ratio fall versus neutral wells; inhibition, % at 12.3 µM; 340,000 compounds, 0.098% hits;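 active = mean replicate inhibition of at least 30% and at least 1% of replicates passing that level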;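 also: 0% = median of the neutral control wells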
Vif imaging – HIV Vif inhibition; HEK293T cells, Vif self-association by quenched fluorescence, imaging, 24 h; inhibition, % at 7.49 µM; 340,000 compounds, 0.35% hits; in the data active = inhibition above about 50%, passing the limit was not always enough; also: some results filed as inactive read as strong as hits
iPSC survival up – enhancers of human iPSC single-cell survival; survival enhancement, % at 20 µM; AID 602274; 360,000 compounds, 0.044% hits; hiPSC single-cell survival, ATPlite luminescence; 100% = ROCK inhibitor wells, 0% = DMSO; in the data active = survival enhancement above about 18%;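 also: cells exposed to compounds for 16 hours before the ATP read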
PDI turbidity – inhibitors of human protein disulfide isomerase. AID 588391. 350,000 compounds, 0.052% hits. inhibition, % at 10 µM. PDI insulin aggregation turbidity, A650, 90 min;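 active = mean inhibition across replicates of 30% or more, whatever share of single replicates reach that level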;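 also: absorbance from insulin aggregation driven by PDI reduction with DTT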
Target sequence (P07237 whole entry, looked up): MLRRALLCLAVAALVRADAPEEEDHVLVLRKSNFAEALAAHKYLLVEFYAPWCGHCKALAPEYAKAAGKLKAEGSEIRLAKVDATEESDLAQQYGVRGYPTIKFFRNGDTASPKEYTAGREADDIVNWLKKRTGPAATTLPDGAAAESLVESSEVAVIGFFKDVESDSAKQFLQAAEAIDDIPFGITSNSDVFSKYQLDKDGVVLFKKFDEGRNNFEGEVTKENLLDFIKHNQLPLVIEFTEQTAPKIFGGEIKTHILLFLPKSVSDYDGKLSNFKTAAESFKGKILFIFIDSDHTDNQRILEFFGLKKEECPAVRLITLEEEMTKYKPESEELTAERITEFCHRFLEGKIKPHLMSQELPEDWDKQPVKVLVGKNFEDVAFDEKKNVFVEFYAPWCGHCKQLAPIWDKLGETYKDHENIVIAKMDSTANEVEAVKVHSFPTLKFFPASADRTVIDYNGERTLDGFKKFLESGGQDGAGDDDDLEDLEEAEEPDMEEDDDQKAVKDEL
NR2E3 ag-1 – NR2E3 (human) agonism | Q9Y5X4 | GST-NR2E3/biotin-RetCOR TR-FRET, 1536-well | inhibition of corepressor binding, % at 4.78 µM | 320,000 compounds, 0.12% hits | AID 2300;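 active = percent inhibition above the cutoff of mean plus 3 SD of all tested compounds, set per screening campaign, cut at about 20% in these data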;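 also: 0% = DMSO wells and 100% = biotin wells as full block of FRET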
Target sequence (Q9Y5X4 whole entry, looked up): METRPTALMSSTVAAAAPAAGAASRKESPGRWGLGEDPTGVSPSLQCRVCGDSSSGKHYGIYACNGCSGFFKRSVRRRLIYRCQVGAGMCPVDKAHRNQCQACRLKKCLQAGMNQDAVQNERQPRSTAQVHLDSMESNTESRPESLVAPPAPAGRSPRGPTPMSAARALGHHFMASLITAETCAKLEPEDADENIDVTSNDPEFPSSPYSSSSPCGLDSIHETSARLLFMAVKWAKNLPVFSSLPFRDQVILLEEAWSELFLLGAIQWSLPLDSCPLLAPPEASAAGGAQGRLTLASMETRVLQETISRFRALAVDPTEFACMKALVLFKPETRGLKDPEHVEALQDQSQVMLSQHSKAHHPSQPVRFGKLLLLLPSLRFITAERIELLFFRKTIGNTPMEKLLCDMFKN
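Material: NR2E3–RetCOR corepressor complex | Quantity: 1.35 nM GST-tagged NR2E3 final | Schedule: 5 h at 4 °C | Replication: Singlicate compound wells | Reagent: RetCOR corepressor, biotinylated, 7 nM | Controls: Biotin wells as high control, 0.6% DMSO wells as low control | Signal: TR-FRET, Eu(K)-anti-GST donor, streptavidin-D2 acceptor, ex 340, em 617/671 nm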
NR2E3 ag-2 – agonists of human NR2E3 nuclear receptor; Q9Y5X4; CHO-S Gal4-NCOR/VP16-NR2E3 two-hybrid, luciferase; inhibition of corepressor binding, % at 3.98 µM; 360,000 compounds, 0.35% hits; AID 602229;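 active = inhibition above the mean of all tested compounds plus 3 SD, cut at about 70% in these data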;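 also: 0% = DMSO with NR2E3 transfected cells and 100% = cells lacking NR2E3 construct; higher means lower luciferase signal from less NR2E3 corepressor binding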
Peg3 prom inh – reduces Peg3 promoter-driven luciferase expression in HeLa. HeLa PEG-Prom luciferase reporter, luminescence, overnight. 360,000 compounds, 1.7% hits. inhibition, % at 20 µM;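 active = inhibition of at least 50% at 20 µM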
HIF-2a inh – HIF-2a inhibition; 360,000 compounds, 0.72% hits; inhibition, % at 18.8 µM; 786-0 RCC cells HIF-2a reporter, luciferase luminescence, overnight;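 active = inhibition of the luminescence signal of 40% or more relative to plate controls, in a single-dose primary screen at 18.75 µM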
aDG glyco up – alpha-DG glycosylation activation | 360,000 compounds, 0.22% hits | activation, % at 10 µM | Pro5-aDG cells, alpha-DG glycosylation AlphaScreen (IIH6); 0% Pro5, 100% B10-LARGE cell signal | AID 624168;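 active = activation of at least 8% versus controls, or a plate z-score of at least 8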;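 also: Pro5 are CHO cells carrying HIG-tagged alpha-DG that lacks glycosylation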
* hit, by the source's call; . = not tested or not shown; & = joins results of further samples.

The line under a structure holds: TRPM1 prom inh, Granule exo inh, CaV13 FRET inh, Vif imaging, iPSC survival up, PDI turbidity, NR2E3 ag-1, NR2E3 ag-2, Peg3 prom inh, HIF-2a inh, aDG glyco up
> Cc1ccc2nc(C)c(C(=O)NN=C3CCCCCC3)n2c1
  5.6, -1.6, -5.6, 0.8, 1.5, -1.5, 1.7, -26.9, 5.9, 16.8, -0.5
> CN(CC(=O)Nc1ccc(F)cc1)C(=O)c1cc2c(s1)CCCCC2
  -16.3, -2.7, -6.6, -7.5, -0.2, 5.4, 0.5, 22.7, 12.3, 9.0, 0.2
> COc1ccc(CN=C2NC(=O)CC(C(=O)Nc3ccc(F)cc3)S2)cc1 (stereo unspecified)
  -2.2, 0.9, -7.0, 0.4, -2.0, 0.0, 0.3, -21.0, 3.6, 14.4, -0.2
> Cc1cc(C(F)(F)F)n2ncc(-c3cccc(Br)c3)c2n1
  18.7, 3.5, 2.5, -8.1, -0.6, -6.9, 3.0, 18.7, -5.6, -15.5, -0.3
> O=C(CSc1cccc[n+]1[O-])N1CCc2ccccc21
  14.7, 8.7, -1.9, -10.4, -0.6, -2.2, 4.9, 3.7, -24.0, -35.7, -0.2
> COc1cc(/C=N\NC(=O)c2ccc(=O)[nH]n2)cc(OC)c1OC
  -15.5, 0.6, ., 4.7, -1.1, 2.9, -1.1, -16.2, -21.5, -21.7, -0.3
> CCCN1CCN(C(=O)c2cccc3c2C(=O)N(CCOC)C3)CC1
  ., -0.3, -6.1, 2.0, 0.9, ., -1.0, -6.8, 1.1, 9.3, 0.1
> CN1C(=O)CC(N2CCN(c3ccc(Cl)cc3)CC2)C1=O (stereo unspecified)
  1.2, -4.0, -2.5, 1.3, -2.1, 2.0, -1.3, 5.1, 10.7, 17.6, -0.1
> COc1cc(CCCN2C(=S)NC[C@H]2Cc2ccc(O)cc2)cc(OC)c1OC
  11.1, 0.1, -3.6, -11.0, -2.4, 23.2, 1.8, -5.1, 2.6, 5.9, -0.1
> CCCCN(C(=O)c1cc(-c2ccncc2)nc2ccccc12)c1c(N)n(CC(C)C)c(=O)[nH]c1=O
  10.3, -3.8, -3.6, -6.4, 0.4, 7.9, ., -1.0, 12.8, 6.5, -0.3
> O=C(N/N=C/c1ccc2c(c1)OCO2)c1sc2cc(Cl)ccc2c1Cl
  -8.3, 2.6, -5.9, -3.3, 4.3, -16.4, -4.4, 1.9, 31.1, -49.9, -0.3
> Cc1ccc(NC(=O)COC(=O)c2nn(C)cc2Cl)cc1
  1.1, 6.0, -4.0, 1.4, 0.3, 7.0, 1.8, -10.7, -16.9, 3.2, 0.1
> CCCCCC(=O)N1C[C@@H](n2cc(COC(=O)c3ccccc3)nn2)[C@H](O)C[C@@H]1c1ccccc1
  ., 0.2, -2.8, -4.2, -0.7, 3.8, ., -2.7, 6.0, -2.5, 0.1
> Cc1ccc(NC(=O)Cn2c(=O)n(CCCCC(=O)NCc3ccco3)c(=O)c3ccccc32)cc1
  -6.1, 3.3, -3.9, -7.5, -0.4, -5.4, -1.7, -18.1, -0.6, -30.2, 0.0
> COc1ccc(OC)c(NC(=O)CN2CCC(C(=O)c3ccc(C)cc3)CC2)c1
  -9.7, -0.2, -4.0, -11.0, -2.8, -18.5, 3.8, 8.6, 18.9, 12.9, 0.9
> CN1CCC[C@@H]1CCNC(=O)c1c(-c2ccc3c(c2)OCO3)noc1-c1ccsc1
  1.7, 3.6, -10.2, 3.9, -2.3, -1.1, ., -37.1, -85.3, -7.0, 0.1
> Cc1c(Br)c(=O)oc2c(Br)c(O)c(O)cc12
  2.2, -3.3, -2.6, 1.2, -0.8, 3.8, 2.4, -12.4, 6.8, 5.1, 0.2
> N#Cc1ccccc1NCc1ccccc1
  -17.4, -1.9, ., -9.6, 7.0, 14.7, 3.0, -19.5, -14.7, -14.9, -0.3
> CCCCc1c(C)nc(Nc2ccc(OC)cc2)[nH]c1=O
  -31.4, 1.0, -5.2, -2.7, -1.3, 3.4, -5.7, -40.1, -38.2, -30.4, 0.0
> Cc1ccc(-n2ncc3c2CCCC3NC(=O)CCCN2CCCC2=O)cc1C (stereo unspecified)
  5.9, -2.2, -1.8, ., -0.5, -9.9, 0.5, -18.8, -3.6, -8.2, 0.2
> CCOC(=O)c1cnc(-n2nc(C)cc2C)nc1Oc1ccc(C(=O)OC)cc1
  ., 0.0, -1.1, -5.5, -0.9, -1.0, 3.1, 9.4, 14.9, 15.5, 0.4
> COCCNC(=O)C(C)Oc1ccccc1 (stereo unspecified)
  -6.4, -0.7, -17.0, -2.0, -0.8, -7.3, 6.0, 0.1, 0.3, 10.8, -0.1
> COc1ccc(-c2nc(N3CCC(C)CC3)[nH]c(=O)c2C#N)cc1
  -0.5, 5.0, -7.3, -3.1, 0.0, -12.4, 5.8, -22.8, 20.3, -1.5, -0.2
> O=C(NCCO)C1COc2ccccc2O1 (stereo unspecified)
  5.4, -1.2, 1.9, -30.2, -0.7, 0.2, 2.8, 7.1, -3.9, 15.5, -0.2
> O=C(CCCc1ccccc1)Nc1ccnn1C1CCN(Cc2ccccc2F)CC1
  1.6, -2.1, -3.1, 3.9, 0.3, 0.6, -0.8, -30.9, 24.0, 13.2, 0.1
> CC(C)CN1C(=O)c2ccc(C(=O)Nc3ccccc3C(=O)O)cc2C1=O
  -3.3, 2.3, -17.5, -1.0, -0.1, -4.4, -0.1, -101.6, -8.7, -131.9, 0.1
> CC1(c2ccc(OC(F)F)cc2)NC(=O)N(CC(=O)Nc2ccc(Cl)cc2F)C1=O (stereo unspecified)
  2.6, -8.2, -2.4, 5.0, -0.7, -7.7, 1.9, 2.8, 24.7, -31.9, -0.1
> COc1ccc(COCC(O)CN2CCN(S(=O)(=O)c3ccc(C(C)C)cc3)CC2)cc1 (stereo unspecified)
  11.0, -1.3, -6.2, 3.5, 0.6, 8.6, 3.6, -4.2, 12.7, 6.3, 0.3
> CCn1c2ccc(C)cc2c2nc3cc(C(=O)O)ccc3nc21
  8.5, 4.7, -9.5, ., -0.5, -0.1, 2.7, 30.0, -57.8, -106.1, -0.1
> COc1c2ccoc2nc2c(OC)cccc12
  -0.4, -2.5, -7.1, -3.6&4.8, 0.0, 7.5, -4.1, -13.1, -48.7, -80.5, 0.0

Additional entries
The line under a structure holds: TRPM1 prom inh, Granule exo inh, CaV13 FRET inh, Vif imaging, iPSC survival up, PDI turbidity, NR2E3 ag-1, NR2E3 ag-2, Peg3 prom inh, HIF-2a inh, aDG glyco up
> CCOC(=O)C1=NNC(C(=O)c2ccccc2)C1c1ccc(C)cc1 (stereo unspecified)
  -9.0, -2.3, -14.2, -11.0, -0.3, 1.0, 3.6, -24.1, -12.0, -3.2, -0.1
> Cc1ccc([N+](=O)[O-])c(OCCN2CCNCC2)c1
  0.9, -0.3, -0.2, -8.8, 0.8, 15.5, 1.1, -6.7, -0.5, 18.0, 0.3
> Cc1cc(C)c2nc(NC(=O)C3CCCO3)sc2c1 (stereo unspecified)
  -83.4, -1.2, ., -8.3, -3.7, 1.3, 2.2, -108.6, -389.1, -192.6, -0.3
> CCn1cc(C(=O)N2CCCC2)c(=O)c2cc(S(=O)(=O)N3CCC(C)CC3)ccc21
  -2.0, -3.7, -1.9, -5.6, -0.4, 4.6, 3.9, 5.3, -9.6, 13.3, -0.1
> Cc1ccccc1Nc1nc(-c2ccccc2)c(C(=O)Nc2cccnc2)s1
  -9.3, -0.7, -5.3, -4.4, -1.4, -7.1, -0.1, -32.8, -22.4, -50.8, 0.4
> Cn1c(SCc2nc(-c3ccccc3)no2)nnc1-c1ccco1
  -3.8, 2.1, -3.6, 18.6, -0.8, 9.6, 0.3, -36.9, -12.5, -3.1, -0.3
> Cc1nn(C)cc1C(=O)NNC(=S)Nc1ccc(Cl)cc1
  7.2, 4.2, -2.8, -4.2, -1.2, 0.4, -2.8, -35.0, 3.7, -36.1, -0.3
> COc1ccc(NC(=O)Cn2c(C)csc2=O)c(OC)c1
  8.4, 0.6, -2.4, 2.4, -4.5, 18.8, 1.4, 2.3, 10.3, 14.6, -0.2
> CN(C(=O)CSc1ccncc1)C1CCCN(Cc2ccccc2F)C1 (stereo unspecified)
  -1.5, -6.6, -5.4, 0.6, -0.3, -1.8, 0.4, 0.7, 7.3, 3.3, -0.1
> COc1cccc(C(c2c(O)nc(SC)n(C)c2=O)c2c(O)nc(SC)n(C)c2=O)c1
  7.6, 1.5, -8.9, -8.7, 4.9, -1.2, 0.9, 1.2, 10.5, 8.5, 0.1
> CCC(C)NC(=O)CSc1nnc(-c2ccoc2C)n1CC1CCCO1 (stereo unspecified)
  11.6, -0.6, -5.6, ., 4.2, 7.0, 2.6, -10.8, 17.1, 11.3, 0.0
> COc1ccc(-c2csc(NC(=O)CN3C(=O)C4CC=CCC4C3=O)n2)cc1 (stereo unspecified)
  -7.4, -6.9, -5.5, -10.4, -0.6, -0.4, 0.5, 9.1, -35.5, -17.9, 0.1
> COc1ccc(OC)c(-c2cc(C(=O)Nc3cc(C)n(Cc4ccc(Cl)cc4)n3)no2)c1
  14.4, 2.8, -4.7, 7.3, -0.2, -5.1, 0.9, -6.5, 18.2, 2.6, 0.4
> COc1ccc(OC)c(/C=N/N(CCC#N)C2=NS(=O)(=O)c3ccccc32)c1
  15.2, -2.5, -24.4, 4.0, -0.4, -3.5, 0.3, -0.9, -10.5, 7.9, 0.1
> COc1ccc(CCNC(=O)COC(=O)CSc2ccc(C(N)=O)cc2[N+](=O)[O-])cc1OC
  4.5, -7.9, -2.5, 4.5, 1.2, 8.0, ., 16.0, 2.9, -2.6, 0.2

Just iPSC survival up and NR2E3 ag-2 (2 entries from above):
structure | iPSC survival up | NR2E3 ag-2
Cc1nn(C)cc1C(=O)NNC(=S)Nc1ccc(Cl)cc1 | -1.2 | -35.0
COc1ccc(NC(=O)Cn2c(C)csc2=O)c(OC)c1 | -4.5 | 2.3

Assay outcomes (PubChem)
